# From PubChem
# iPSC survival up: hiPSC single-cell survival enhancement. ATPlite luminescence; 100% = ROCK inhibitor wells, 0% = DMSO. survival enhancement, % at 20 µM. 360,000 tested, 0.044% active; in the data active = survival enhancement above about 18%;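 note: cells exposed to compounds for 16 hours before the ATP read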
# CF NFkB inh: inhibitors of cystic fibrosis induced NF-kB; 360,000 tested, 0.86% active; AID 588850; KKLEB NF-kB-GFP reporter, PAF-induced, GFP fluorescence overnight; inhibition, % at 5 µM;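 active = at least 50% inhibition at 5 µM, scaled per plate between neutral and stimulator controls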;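 note: PAF is a Pseudomonas aeruginosa culture filtrate used as stimulus; plate controls were PAF-stimulated DMSO wells for no effect and unstimulated DMSO wells for full effect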
# MITF TRPM1 inh: reduces MITF-dependent TRPM1 promoter luciferase signal. SK-MEL-5 TRPM1 promoter luciferase, 24 h. inhibition, % at 12.5 µM. 330,000 tested, 0.83% active. AID 488899;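 active = mean inhibition across replicates of 60% or more, whatever share of single replicates reaches that level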; note: values of inactives mirror those of a sister screen read the other way
# HIF-2a inh: inhibitors of HIF-2a. 786-0 RCC cells HIF-2a reporter, luciferase luminescence, overnight. inhibition, % at 18.8 µM. 360,000 tested, 0.72% active. AID 624352;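 active = inhibition of the luminescence signal of 40% or more relative to plate controls, in a single-dose primary screen at 18.75 µM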
# NR2E3 ag-1: agonists of human nuclear receptor NR2E3; Q9Y5X4; GST-NR2E3/biotin-RetCOR TR-FRET, 1536-well; inhibition of corepressor binding, % at 4.78 µM; 320,000 tested, 0.12% active; AID 2300;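 active = percent inhibition above the cutoff of mean plus 3 SD of all tested compounds, set per screening campaign, cut at about 20% in these data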;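 note: 0% = DMSO wells and 100% = biotin wells as full block of FRET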
# Target sequence (Q9Y5X4 whole entry, looked up): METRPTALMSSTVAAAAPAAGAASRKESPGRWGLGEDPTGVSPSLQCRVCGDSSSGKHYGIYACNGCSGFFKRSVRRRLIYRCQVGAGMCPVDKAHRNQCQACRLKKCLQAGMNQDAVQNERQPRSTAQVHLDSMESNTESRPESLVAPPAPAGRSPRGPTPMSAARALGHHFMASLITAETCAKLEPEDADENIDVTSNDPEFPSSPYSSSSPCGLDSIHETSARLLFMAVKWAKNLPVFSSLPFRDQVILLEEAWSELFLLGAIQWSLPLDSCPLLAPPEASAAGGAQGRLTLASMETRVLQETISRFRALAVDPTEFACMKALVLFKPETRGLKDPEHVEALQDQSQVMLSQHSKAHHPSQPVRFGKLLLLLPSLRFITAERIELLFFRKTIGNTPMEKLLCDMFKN
#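 Assay system: NR2E3–RetCOR corepressor complex. Quantity: 1.35 nM GST-NR2E3. Buffer or medium: pH 7.5 Tris-based buffer. Reagent: biotinylated RetCOR corepressor at 7 nM final. Schedule: 5 h at 4 °C. Detection: TR-FRET, emission read at 617 and 671 nm. Replicates: one well per compound, singlicate testing.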
# Shn3 inh set2: Schnurri-3 reporter inhibition in Clone20 osteoblasts; inhibition, % at 12.5 µM; Clone20 osteoblast Shn3 3'UTR firefly luciferase, 24 h; 360,000 tested, 0.52% active;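 active = mean inhibition of at least 75% with every replicate also reaching 75%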;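 note: 0% = median of neutral control wells and 100% = pilot-screen positive control compound; some compounds past the cut are filed as inactive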
# LMP1 NFkB inh: inhibitors of Epstein-Barr LMP1-induced NF-kappaB reporter | LMP1-induced NF-kappaB luciferase reporter cells, luminescence | inhibition, % at 12.5 µM | 350,000 tested, 0.69% active; in the data active = inhibition above about 41%;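 note: 0% = neutral control wells and 100% = reference inhibitor control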
# KKLEB cytotox: CF airway cell cytotoxicity counter-screen; KKLEB CF airway cells viability, ATPlite luminescence, overnight; stronger effect = lower value; cells stimulated with P. aeruginosa culture filtrate; 360,000 tested, 0.36% active; activity change (cytotoxicity), % at 5 µM; AID 602141;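 active = corrected activity change at or below -50% at 5 µM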
# C8 TRAIL sens: caspase-8 TRAIL sensitization; NB7+C8 cells + TRAIL, ATPlite viability luminescence; inhibition (viability loss, TRAIL sensitization), % at 10 µM; 360,000 tested, 1% active; AID 624354;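 active = compounds causing at least 50% loss of cell viability in the single-dose screen, relative to plate controls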
# NR2E3 ag-2: agonists of human NR2E3 nuclear receptor | Q9Y5X4 | CHO-S Gal4-NCOR/VP16-NR2E3 two-hybrid, luciferase | inhibition of corepressor binding, % at 3.98 µM | 360,000 tested, 0.35% active | AID 602229;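 active = inhibition above the mean of all tested compounds plus 3 SD, cut at about 70% in these data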;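 note: 0% = DMSO with NR2E3 transfected cells and 100% = cells lacking NR2E3 construct; higher means lower luciferase signal from less NR2E3 corepressor binding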
# Peg3 promoter: Peg3 promoter activity inhibition. HeLa PEG-Prom luciferase reporter, luminescence, overnight. inhibition, % at 20 µM. 360,000 tested, 1.7% active. AID 588405;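 active = inhibition of at least 50% at 20 µM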
# * = called active by the depositor; · = no result given. An excerpt; the hit share may differ from the screen's.
SMILES,iPSC survival up,CF NFkB inh,MITF TRPM1 inh,HIF-2a inh,NR2E3 ag-1,Shn3 inh set2,LMP1 NFkB inh,KKLEB cytotox,C8 TRAIL sens,NR2E3 ag-2,Peg3 promoter
CCOc1ccc(-c2nnc3ccc(SCC(=O)N4CCN(c5ccccc5)CC4)nn23)cc1,1.1,8,6,14,·,12,3,-1,27,-20,23
COC(=O)c1ccc(NC(=O)CC2C(=O)N(c3ccc(C)cc3)C(=O)N2CC(C)C)cc1 (stereo unspecified),-1.5,-10,-4,-22,1,-3,8,-3,-3,-27,17
O=C(CNC(=S)NC(=O)c1ccc(Br)o1)c1ccccc1,2.0,10,-8,-34,-1,-15,-9,-14,-35,-29,-2
Cc1ccc(CCN2CC(C(=O)NCCCN3CCC(C)CC3)CC2=O)cc1 (stereo unspecified),-0.4,-16,-5,8,3,9,1,0,-7,-11,-5
O=C(N/N=C/c1cccc([N+](=O)[O-])c1)c1cc(-c2ccc3c4c(cccc24)CC3)n[nH]1,-0.2,6,9,-4,3,14,-1,-18,-16,-39,8
COc1ccc(C(=O)N2CCOC2CNC(=O)C(=O)NCc2ccccc2)cc1 (stereo unspecified),-0.9,15,·,8,·,20,6,-16,-12,3,-4
CCOC(=O)C1=C(c2ccccc2)OC(N)=C(C#N)C1c1ccc(Br)s1 (stereo unspecified),3.6,-7,-10,5,2,-13,1,2,-7,-6,0
Cc1cc(NC(=O)CSc2nc(=O)n(CCN(C)C)c3c2CCCC3)no1,0.3,11,0,18,-2,3,4,5,-4,4,3
Cc1ccc(NCC(=O)NNC2=NCCC2)c(C)c1,3.0,9,12,15,2,-4,-7,8,1,-5,4
COCC1CCCC1OS(N)(=O)=O (stereo unspecified),-1.0,-1,·,7,4,-29,-2,-7,-6,27,-9
O=C(CSc1cccc[n+]1[O-])Nc1cc(S(=O)(=O)N2CCOCC2)ccc1Cl,-2.5,-7,3,5,3,-7,-9,1,13,-11,-7
Cc1cs/c(=N\N=C\c2ccccc2)n1Cc1ccco1,-1.2,3,-23,-124,-3,-8,2,-4,7,-35,-67

# Ordered by the number under CF NFkB inh (high to low): three from the list above
SMILES	CF NFkB inh	MITF TRPM1 inh	HIF-2a inh	NR2E3 ag-1	Shn3 inh set2	LMP1 NFkB inh	NR2E3 ag-2	Peg3 promoter
CCOc1ccc(-c2nnc3ccc(SCC(=O)N4CCN(c5ccccc5)CC4)nn23)cc1	8	6	14	·	12	3	-20	23
COCC1CCCC1OS(N)(=O)=O (stereo unspecified)	-1	·	7	4	-29	-2	27	-9
O=C(CSc1cccc[n+]1[O-])Nc1cc(S(=O)(=O)N2CCOCC2)ccc1Cl	-7	3	5	3	-7	-9	-11	-7

# New compounds follow
SMILES,iPSC survival up,CF NFkB inh,MITF TRPM1 inh,HIF-2a inh,NR2E3 ag-1,Shn3 inh set2,LMP1 NFkB inh,KKLEB cytotox,C8 TRAIL sens,NR2E3 ag-2,Peg3 promoter
O=C(NC1CCN(S(=O)(=O)c2ccccc2)CC1)c1cccc(F)c1,-0.5,11,8,6,2,13,-8,2,2,-36,-1
O=C(c1ccc2[nH]ccc2c1)N1CCCC(Nc2ccccc2)C1 (stereo unspecified),-0.2,6,4,-1,4,-6,4,5,-13,-26,6
O=[N+]([O-])c1cc(-c2cnc3ccccc3n2)ccc1Oc1ccc(Br)cc1,-0.6,-7,-27,-187,-1,-5,-32,14,0,-34,-104
CC(=O)Nc1ccc(S(=O)(=O)NC2CC3CCC2C3)cc1 (stereo unspecified),-0.5,-6,9,19,1,10,2,2,-4,8,0
CC1(C(=O)NS(=O)(=O)c2ccc(Cl)cc2)CCN1C(=O)Cc1ccccc1 (stereo unspecified),-2.6,-28,·,14,·,-1,·,8,-3,-44,-8
COc1cc2c(cc1OC)CN(CC(=O)Nc1ccc(Cl)cc1Cl)CC2,-0.7,-6,13,12,-1,21,-6,0,-11,-1,-8
Nc1cc(-c2ccccc2)nn1S(=O)(=O)c1ccc(Br)cc1,0.6,-12,·,-10,-1,-4,-25,13,-2,5,14
CC(CC(=O)NNC(=O)c1cccc(Cl)c1)c1ccccc1 (stereo unspecified),1.2,4,-4,-38,-2,20,3,10,-12,4,-20
COc1ccccc1NS(=O)(=O)c1cc(C(=O)NCCCN2CCCC2=O)ccc1C,-2.0,-10,-1,5,·,24,-5,-20,2,-13,6
Cc1ccccc1NC(=O)CC(O)(C(F)(F)F)C(F)(F)F,-0.8,10,-8,22,-1,8,-10,0,-25,-1,0
Nc1ccccc1C(=O)NCc1ccc(Cl)cc1,-0.3,24,-3,-7,1,-33,-8,0,5,5,-1
Cc1ccc(N=Cc2sccc2C)cc1C,-0.1,-2,-6,2,0,14,-5,12,-11,-7,-15
CC1CC=C(c2ccccc2)C(=S)N1 (stereo unspecified),1.5,4,-3,-3,-1,-5,5,-7,-5,1,6
CC1(C(=O)NCc2cccc(C(F)(F)F)c2)CCN1Cc1ccc2ccccc2c1 (stereo unspecified),-1.1,7,·,10,·,4,·,11,9,1,3
CN(C(=O)C(Cl)Cl)C1CC2C=CC1C2 (stereo unspecified),-0.6,12,-8,1,0,-13,-19,2,10,-11,8
Fc1ccccc1OCCCCn1cncn1,2.0,1,6,5,0,-18,1,-3,3,-11,3
CCN(CC)CC(=O)N1c2ccccc2CCc2ccc(NC(=O)c3cc(OC)c(OC)c(OC)c3)cc21,-0.3,-2,-5,-1,2,17,18,-9,-4,7,5
O=C(CSc1nnc(-c2cccc(Cl)c2)o1)Nc1ccc2c(c1)OCCO2,2.8,14,-88,-264,-2,-79,-38,-9,-1,-38,-302
COCCn1c(SCC(=O)NC2CCCC2)nc2c(c1=O)SCC2,0.2,22,2,14,5,-17,4,10,8,-8,6
CC(C)(C)c1ccc(S(=O)(=O)N2CCN(C3CCCC3)CC2)cc1,1.2,-16,-2,8,5,44,6,5,-4,-6,21
COc1cc(C)ccc1S(=O)(=O)n1nc(C)cc1C,0.8,8,-5,15,0,15,4,-5,-4,3,9
O=C(Nc1cccc(O)c1)c1cccc(C(=O)Nc2cccc(O)c2)c1,-0.3,-12,7,12,-2,-14,5,0,-7,-23,4
Cc1ccccc1Cn1cc(NC(=O)c2cc(-c3ccco3)on2)cn1,0.3,-1,3,-103,1,-2,-1,-2,-8,2,-3
CCc1nc2ccc(C(=O)NCCN3CCOCC3)cn2c1N(CCC(C)C)CCN(C)C,1.2,11,·,11,·,12,·,-4,0,3,-18
Cc1ccc(C)c(S(=O)(=O)C(C#N)c2nc3ccccc3nc2N2CCCC2)c1 (stereo unspecified),4.6,-1,-2,15,0,-4,0,6,-15,-8,1
CCOc1ccc(C(=O)C[n+]2cccc3cc(C)ccc32)cc1,-0.5,-18,11,17,4,8,2,-13,-1,3,14
O=C(Nc1ccc([N+](=O)[O-])cc1)Nc1ccc2[nH]c(=O)[nH]c2c1,0.9,-7,-8,10,3,18,-6,12,-9,-13,1
O=C(CNC(=O)c1ccc(S(=O)(=O)N2CCCC2)cc1)N/N=C/c1ccco1,-2.0,4,8,12,0,11,7,-12,-2,4,-1
COc1ccc2c(CC(=O)NNC(=O)c3ccc(C)cc3)coc2c1,-3.2,6,2,-16,·,4,3,6,-5,-46,7
COCCn1ccc(O)c(Cc2ccccc2)c1=O,2.6,-2,-5,17,1,5,9,1,-15,-7,18
COc1cc(C)c(CN2CCN(CC(=O)Nc3ccccc3C(=O)NC3CC3)CC2)cc1OC,0.7,12,-11,4,1,5,4,4,4,18,-6
COc1ccc(C(CNC(=O)CCNC(=O)c2ccc(Br)cc2)N2CCOCC2)cc1 (stereo unspecified),1.6,24,2,19,3,1,-5,-19,8,-9,22
CCOC(=O)N1CCC(NC(=O)C2CCC(CNS(=O)(=O)c3ccc(OC)cc3)CC2)CC1 (stereo unspecified),-1.2,0,-13,15,·,-20,1,0,4,-8,15
N#Cc1ccc(C(=O)CSc2nnc(-c3ccc(C(F)(F)F)cn3)s2)cc1,-0.8,4,1,-1,0,1,7,1,-2,-12,12
Cc1noc2ncnc(Oc3cc(Cl)ccc3Cl)c12,-3.1,-27,8,14,2,7,20,-7,3,-5,94*
O=S(=O)(NC1CCCCCCC1)c1ccccc1F,-0.3,1,-3,12,5,1,-2,2,-1,0,15
CCN(CC(=O)Nc1ccccc1C(F)(F)F)C(=O)CCc1ccccc1,0.0,5,-1,5,1,-1,-5,2,2,-23,8
Cc1cc(CSCc2ccc(Cl)cc2)no1,0.1,-1,-21,-33,-2,6,-3,1,15,-15,-18
Cc1c(C(=O)NCC2COc3ccccc3O2)oc2ccc(S(=O)(=O)N(C)C3CCCCC3)cc12 (stereo unspecified),-0.8,-2,15,13,2,23,8,-1,-5,6,14
O=C(O)c1ccc(CSc2nc3ccc(N4C(=O)C5C6C=CC(C6)C5C4=O)cc3s2)cc1 (stereo unspecified),0.2,-2,-2,31,1,-5,-10,2,6,1,6
CCOC(=O)c1cc(=O)nc(N)s1,-1.3,16,·,8,·,-9,-3,8,-5,-4,1
CN(C)c1ccc(C(C(=O)NC2CCCC2)N(C(=O)c2ccco2)C2CC2)cc1 (stereo unspecified),-0.5,6,6,9,2,-1,-7,3,7,-4,7
Cc1nn(C(=O)c2cc3sccc3[nH]2)c(C)c1C,3.0,-33,-44,-268,3,-36,-10,6,6,-97,-172
CN(Cc1ccccc1)C(=O)Cn1nnc(-c2ccccc2)c1COc1ccc2ccccc2c1,-1.1,-30,·,7,·,19,·,10,11,24,31
Nc1cc(-c2ccc(Br)cc2)nn1S(=O)(=O)c1ccccc1,-0.3,0,17,16,0,14,1,-16,-17,11,25
COc1ccc2oc(C(=O)OCC(=O)NC(C)c3ccccc3)c(C)c2c1 (stereo unspecified),-0.2,19,-10,1,-1,-2,-3,-4,-3,-17,12
COc1ccc(CNC(=O)C2CCCN(S(=O)(=O)c3cccc4nsnc34)C2)cc1 (stereo unspecified),-0.1,-1,2,13,-1,2,7,-1,-16,-2,6
CCCCNC(=O)C1(C)CCCCN1C(=O)c1ccc(C#N)cc1 (stereo unspecified),-0.3,14,·,8,·,7,·,-3,-12,-2,17
CCOC(=O)C(/C=C(\C#N)C(=O)OCC)=C(/N)N1CCN(c2c(C)cccc2C)CC1,-0.9,1,2,19,-1,4,9,6,-13,-10,21
CCOCc1nc(C)c(Cl)c(NS(=O)(=O)c2ccc(N)cc2)n1,3.7,3,3,4,0,9,0,1,22,1,8
C=CCn1c(SCC(=O)Nc2c(C)cccc2C)nnc1-c1ccncc1,1.5,12,12,-2,-2,3,-2,-3,-7,-11,3
CS(=O)(=O)c1cccc(NC(=O)c2ccc(Cl)c(Cl)c2)c1,0.4,-14,-21,-135,-1,-22,10,8,4,-15,-97
Cc1ccc(-c2[nH]ncc2C(=O)c2ccccc2C)c(O)c1,0.3,9,12,18,0,-12,3,0,-3,-35,9
COc1cc(-c2cc3nc(NCCc4ccc(S(N)(=O)=O)cc4)ccn3n2)cc(OC)c1OC,-3.0,-57,·,-49,·,-29,·,-8,26,6,7
